ALDH1A1 block: inhibitors of human aldehyde dehydrogenase 1A1; Purified ALDH1A1, NADH fluorescence, propionaldehyde substrate; Potency, µM (series often up to 75.3 µM), for the others: at the highest dose activity, negative = inhibition, hits mostly inhibitors; 7.3% of 220,000 active; AID 1030; active = well fitted inhibition curve with a large enough effect, not every such curve was filed as active; inconclusive = small, poorly fitted or top-dose-only effect, or another doubt; inactive = no such curve, though single readings can be large or run the other way;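 note: plate controls were no enzyme wells and a reference inhibitor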
Target sequence (P00352 whole entry, looked up): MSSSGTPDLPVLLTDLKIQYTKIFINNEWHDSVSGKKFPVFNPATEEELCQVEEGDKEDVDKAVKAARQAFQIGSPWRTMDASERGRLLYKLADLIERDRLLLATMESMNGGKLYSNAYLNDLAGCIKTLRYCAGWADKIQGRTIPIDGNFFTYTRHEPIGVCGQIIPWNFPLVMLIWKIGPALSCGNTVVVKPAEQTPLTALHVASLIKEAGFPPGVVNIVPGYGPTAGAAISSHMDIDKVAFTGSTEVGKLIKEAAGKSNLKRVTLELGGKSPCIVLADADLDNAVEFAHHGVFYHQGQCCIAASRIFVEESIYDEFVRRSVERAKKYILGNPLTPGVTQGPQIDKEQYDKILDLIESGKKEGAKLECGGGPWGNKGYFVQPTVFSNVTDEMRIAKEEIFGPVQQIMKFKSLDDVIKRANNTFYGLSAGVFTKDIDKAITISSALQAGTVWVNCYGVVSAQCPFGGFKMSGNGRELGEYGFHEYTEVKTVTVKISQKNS
NPSR antagonist: blocks cAMP signaling of the human neuropeptide S receptor; CHO-NPSR cells, cAMP TR-FRET, antagonist mode; AID 1461; Potency, µM (titrated, usually from 38.3 µM), without a hit: at the top dose activity change, negative = inhibition, most hits filed as inhibitors; 1% of 220,000 active; Q6W5P4; note: % is set by controls: 0 for no effect and ±100 for the full control effect; nearly all actives have a fitted effect of over 50% in size; many of its hits are not listed in these tables
Target sequence (Q6W5P4 whole entry, looked up): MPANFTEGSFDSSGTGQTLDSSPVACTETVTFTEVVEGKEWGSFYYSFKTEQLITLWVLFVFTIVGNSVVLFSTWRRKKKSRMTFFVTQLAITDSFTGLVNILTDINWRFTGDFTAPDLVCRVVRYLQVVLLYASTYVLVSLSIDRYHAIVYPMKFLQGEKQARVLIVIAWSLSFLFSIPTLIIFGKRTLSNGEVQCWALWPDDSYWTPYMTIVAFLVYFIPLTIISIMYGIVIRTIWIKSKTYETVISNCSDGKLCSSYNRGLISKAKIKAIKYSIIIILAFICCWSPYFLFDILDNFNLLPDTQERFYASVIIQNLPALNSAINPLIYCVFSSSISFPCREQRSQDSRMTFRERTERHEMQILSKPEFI
GAA glycogen mod: GAA glycogen-cleavage inhibition or activation; P10253; recombinant GAA, glycogen substrate, Amplex Red glucose oxidase fluorescence; Potency, µM (series often up to 76.4 µM), for inactives: at the highest dose activity change, negative = inhibition, actives largely listed as inhibitors; 0.38% of 300,000 active; AID 2100;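 note: 0% = full enzyme reaction and -100% = no-enzyme basal signal; the screen sought inhibitors and activators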
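Recombinant human alpha-glucosidase (4 nM final) hydrolysed bovine liver glycogen (30 ug) for 40 min at 37 C in pH 5.0 citrate/phosphate with 0.01% Tween-20. Released glucose detected by glucose oxidase/Amplex Red, Ex 573/Em 610 nm. Compounds up to 77 uM; AC50 from Hill fits.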
GAA spleen mod: lysosomal alpha-glucosidase (human) modulation; human spleen homogenate, 4-MU-alpha-glucoside fluorescence; Potency, µM (series often up to 79.9 µM), inactives show at the top dose activity change, negative = inhibition, hits mostly inhibitors; 0.006% of 240,000 active; AID 2112;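 note: 0% = enzyme with vehicle and -100% = no enzyme basal signal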
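Compounds were titrated against alpha-glucosidase in spleen homogenate at pH 5.0, with 1 mM 4-methylumbelliferyl substrate for 40 min at 37 C. Reactions were quenched with pH 10 NaOH/glycine and fluorescence measured.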
aGal spleen mod: inhibitors or activators of human alpha-galactosidase in spleen homogenate; P06280; human spleen homogenate, 4MU-alpha-Gal fluorescence, 40 min; Potency, µM (highest dose often 80 µM), for the others: top-dose activity change, negative = inhibition, hits mostly inhibitors; 0.008% of 240,000 active; AID 2107;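 note: 0% = enzyme with vehicle and -100% = no enzyme basal signal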
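Spleen homogenate 1 ug + cpd (titration) + 4-MU-alpha-D-galactopyranoside 1 mM; 37C 40 min; 50 mM citrate/phosphate pH 5.0, 0.01% Tween-20; stop pH 10; fluorescence 365/440; AC50 via Hill.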
Tau fluor cs: counter-screen for tau fibril formation inhibitors | AID 1463 | 0.93% of 280,000 active | tau K18 P301L (four-repeat tau fragment) Alexa594 fluorescence, heparin fibrillization | Potency, µM (series often up to 57.7 µM), for the others: at the top dose activity change, negative = decrease; note: % is set by controls: 0 for no effect and ±100 for the full control effect; nearly all actives have a fitted effect of over 55% in size
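Human K18 P301L tau (15 uM unlabeled plus 0.24 uM Alexa 594-labeled, final) in 100 mM sodium acetate pH 7 was mixed with compound and 20 uM heparin and incubated 6 hr at 37 C.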
GAA inh: inhibitors of human lysosomal alpha-glucosidase; 0.005% of 200,000 active; purified human GAA, 4-MU-alpha-glucoside fluorescence; Potency, µM (titrated, usually from 76.9 µM), for the others: at the top dose activity change, negative = inhibition, most hits filed as inhibitors;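 note: plate controls were uninhibited enzyme wells for no effect and no-enzyme background for full effect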
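Enzyme (4 nM final) mixed with compound (up to 77 uM), then 4-MU-alpha-D-pyranoside (400 uM final) added; 20 min at room temperature, pH 5.0. Reaction stopped at pH 10, fluorescence read, AC50 derived by Hill fit.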
Epigenetic reg: epigenetic control regulation, reporter derepression | murine LDR cells, GFP reporter derepression, 30 h | Potency, µM (doses to about 53.9 µM), without a hit: at the top dose GFP activation, actives largely listed as activators | 0.2% of 280,000 active | AID 1865; note: % of control where 0% means no effect; nearly all actives have a fitted effect of over 60% in size
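Murine LDR cells carrying a silenced, genomically integrated CMV-driven GFP reporter were exposed to compound for 30 hours at 37 C. After PBS washes, GFP-positive cells (20–120 um objects) were counted by laser-scanning microplate cytometry.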
An asterisk follows results filed as active; u = inconclusive; x = no result given; & = joins results of further samples; [ ] = remark or other dose. Unless noted, calls come from the whole dose curve; as a rule, active = well fitted curve in the direction sought with a large enough effect; inconclusive = small, poorly fitted or top-dose-only effect, or another doubt; inactive = no such curve, though single readings can be large; an effect the other way counts as inactive or inconclusive. Potency is the fitted concentration of half-maximal effect. Not all compounds are listed. The share of hits here may be higher or lower than overall.

Second line of a record: ALDH1A1 block	NPSR antagonist	GAA glycogen mod	GAA spleen mod	aGal spleen mod	Tau fluor cs	GAA inh	Epigenetic reg
Cc1ncccc1C(=O)N1CCCC(CNC(=O)c2ccc(-c3ccccc3)cc2)C1 (stereo unspecified)
  -10%	5%	-2%	-2%	0%	-2%	-12%	3.1%
Cc1cc(C)c(NS(=O)(=O)c2ccc(NC(=O)c3cccs3)cc2)c(C)c1
  3%	-26%	8%	-7%	-11%	-26%	6%	-3.2%
CSc1ccccc1C(=O)NCc1ccccc1C
  6%	3%	-2%	4%	0%	-8%	6%	-1.3%
CN1CCN(C(=O)c2ccccc2NC(=O)C(C)(C)C)CC1
  5%	0%[46.1 µM]	3%	-16%	-2%	6%	-6%	3.5%
O=C(Nc1cc(Cl)cc(Cl)c1)c1cccc(OC(F)F)c1
  -7%	u	-10%	-12%	-25%	u	-9%	-7.9%
Nc1nc2c(s1)CCCCCCCCCC2
  -2%	30%	4%	-6%	-5%	-21%	-2%	1.6%
Cc1ccc(Nc2c(F)c(F)c(F)c(F)c2C(=O)O)c(C)c1
  1%	-16%	-1%	-12%	2%	-7%	-4%	-3.1%
O=C(CSc1nc2ccccc2n1CC(=O)N1CCCC1)Nc1nccs1
  1%	-7%[46.1 µM]	-1%	-5%	-2%	3%	-3%	-2.0%
O=[N+]([O-])c1cc(C(F)(F)F)cc([N+](=O)[O-])c1Sc1n[nH]c(C(F)(F)F)n1
  x	10%[7.67 µM]	2%	1%	4%	u	x	u
C=CCNC(=O)/C(C#N)=C/c1ccc2c(c1)OCCO2
  u	7%	-10%	x	-5%	2%	-8%	-1.2%
NC(=O)CSc1nnc(-c2ccc(O)cc2)n1Cc1ccco1
  3%	6%	3%	-22%	3%	-2%	-6%	-1.0%
COc1cc(C=O)ccc1Oc1nnnn1-c1ccc(C(N)=O)cc1
  -15%	-7%[46.1 µM]	8%	-5%	1%	-5%	7%	0.0%
COc1ccc(Nc2nc(NC(C)(C)C)nc(N3CCOCC3)n2)c(OC)c1
  -3%	-54%	-16%	2%	0%	-18%	5%	-4.9%
CCCCOC(=O)Nc1cc(C)c(Cl)cc1OC
  -11%	-8%[46.1 µM]	-17%	-1%	-4%	-14%	-9%	-0.7%
Cc1c(Nc2ncccc2C(=O)O)cccc1C(F)(F)F
  -1%	x	x	2%	7%	-5%	x	0.0%
CCOc1ccccc1NC(=O)CSc1nnnn1Cc1ccccc1
  1%	-29%[46.1 µM]	-1%	-3%	-2%	1%	-3%	0.0%
CCOC(=O)c1c(-c2cccc(N)c2)cn2ccccc12
  u	11%	-1%	-5%	-6%	-17%	7%	0.0%
CCOC(=O)Cc1cnc(NC(=O)CSc2nc(C)c(CC)c(=O)[nH]2)s1
  2%	-3%	-13%	2%	1%	3%	3%	-2.9%
CCOC(=O)c1cc(CO)cc(C(=O)OCC)c1
  x	1%[7.67 µM]	-7%	-3%	8%	-4%	x	1.0%
COc1ccc(N2C(=O)CC(NNc3ncc(Cl)cc3Cl)C2=O)cc1 (stereo unspecified)
  u	6%	-7%	4%	5%	-16%	5%	1.1%
COc1ccccc1-n1cnnc1SCC(=O)Nc1ncc(Cl)cc1Cl
  4.5µM*	-7%[46.1 µM]	13%	-11%	2%	6%	-1%	0.2%
Clc1ccccc1-c1nnc(CNC2CC2)o1
  3%	5%	-7%	x	3%	3%	-10%	-1.0%
COc1ccc(NC(=O)c2nc[nH]c2C(=O)N2CCN(c3ccccc3)CC2)cc1
  x	-5%	2%	-13%	1%	-24%	x	-1.7%
Fc1ccc(-c2noc(-c3ccc4c(c3)CCO4)n2)cc1
  4%	-8%	5%	3%	0%	-6%	2%[15.4 µM]	0.8%
CCc1nc(SCC(=O)Nc2ccc(C(=O)O)cc2)n[nH]1
  12%	7%[46.1 µM]	-14%	7%	10%	-4%	5%	-1.5%
CN(C)C(=O)c1ccc(NC(=O)COc2ccc([N+](=O)[O-])cc2)cc1
  u	5%	5%	-4%	0%	-4%	-3%	0.8%
O=C(Nc1ccc(N2CCN(C(=O)c3ccccc3)CC2)cc1)c1ccc(Br)o1
  -6%	-17%[46.1 µM]	4%	-6%	-16%	-24%	-4%	0.0%
Cc1ccc2[nH]c(=O)c(CNS(=O)(=O)c3ccccc3)c(-c3ccccc3)c2c1
  u	-2%	13%	0%	9%	-13%	-6%	0.0%
CC(NC(=O)CN1C(=O)COc2ccccc21)c1ccccc1 (stereo unspecified)
  6%	14%[46.1 µM]	14%	0%	-6%	3%	-8%	0.0%
COc1ccnc(NCc2ccc(Cl)cc2)c1C#N
  u	-10%[46.1 µM]	7%	-9%	3%	-2%	10%	-0.9%
C[C@@H](C(=O)N1CCN(C(=O)OC(C)(C)C)CC1)n1cc(CCCN=C(NC(=O)OC(C)(C)C)NC(=O)OC(C)(C)C)nn1
  1%	10%	-6%	9%	7%	-1%	x	-0.7%
CCCCCCOC(=O)C(C#N)c1nc2ccccc2nc1N1CCN(C)CC1 (stereo unspecified)
  u	u	6%	-1%	4%	-2%	u	0.4%
CC[C@H]1C(c2ccc(F)cc2)=NN(c2ccccc2)[C@@H]1CO
  u	x	x	27%[119 µM]	u	22µM*[quencher]	x	-3.1%
COc1cccc(CSc2nc3cc4c(cc3cc2C)OCCO4)c1
  5%	-12%	-2%	2%	11%	u	-10%	2.8%
COc1ccc(C(c2sc3nc(C)nn3c2O)N2CCCCC2)cc1 (stereo unspecified)
  -2%	0%[46.1 µM]	0%	-5%	-11%	0%	-9%	-1.0%
O=C(COC(=O)/C=C/c1ccc(F)cc1)Nc1cc(C(F)(F)F)ccc1N1CCOCC1
  4%	6%	-10%	-4%	6%	-28%	-6%	0.0%
CCc1nc2n(n1)C(O)c1cc([N+](=O)[O-])ccc1S2 (stereo unspecified)
  x	u	5%	3%	-3%	-17%	x	-2.8%
Cn1nc(C(F)(F)F)c2cc(C(=O)Nc3ccc(C(F)(F)F)cc3)sc21
  x	u	-9%	0%	-1%	u	x	0.2%
O=C(C1CCN(S(=O)(=O)c2cccc3cccnc23)CC1)N1CCN(C2CCCCC2)CC1
  -2%	-20%[46.1 µM]	-1%	-7%	-1%	3%	-12%	3.8%
NC(=O)CNC(=O)[C@@H]1CC2(CC(c3ccc(Cl)cc3)=NO2)CN1C(=O)c1ccccc1 (stereo partly specified)
  28µM*	-5%[46.1 µM]	-10%	-7%	-15%	4%	-1%	-3.2%

Exported with bars between the fields: part of the list above
mol | ALDH1A1 block | NPSR antagonist | GAA glycogen mod | GAA spleen mod | aGal spleen mod | Tau fluor cs | GAA inh | Epigenetic reg
O=C(COC(=O)/C=C/c1ccc(F)cc1)Nc1cc(C(F)(F)F)ccc1N1CCOCC1 | 4% | 6% | -10% | -4% | 6% | -28% | -6% | 0.0%
COc1cccc(CSc2nc3cc4c(cc3cc2C)OCCO4)c1 | 5% | -12% | -2% | 2% | 11% | u | -10% | 2.8%
O=C(C1CCN(S(=O)(=O)c2cccc3cccnc23)CC1)N1CCN(C2CCCCC2)CC1 | -2% | -20%[46.1 µM] | -1% | -7% | -1% | 3% | -12% | 3.8%

Later entries.
Second line of a record: ALDH1A1 block	NPSR antagonist	GAA glycogen mod	GAA spleen mod	aGal spleen mod	Tau fluor cs	GAA inh	Epigenetic reg
O=C1C=Cc2ccccc2/C1=C/c1[nH]c(=O)[nH]c1O
  x	10%	-4%	8%	10%	-17%	x	4.5%
CCCCC/C=C\C/C=C\C/C=C\CCCCC(=O)O
  -2%&-5%	x	x	-1%&-10%	17%&-11%	-2%&2%	x	6.3%&1.1%
O=S(=O)(c1ccc(Br)cc1)N1CCn2c(nc3ccccc32)C1
  3%	2%[46.1 µM]	-3%	1%	2%	-15%	u	-0.2%
CCOc1ccc(-n2c(N)c(C(=O)NCC3CCCO3)sc2=S)cc1 (stereo unspecified)
  16µM*	-1%[46.1 µM]	-5%	6%	2%	-8%	1%	-1.4%
CC(C)N(C(=O)CO/N=C/c1cccc([N+](=O)[O-])c1)C(C)C
  u	-15%	-4%	0%	7%	-14%	-1%	6.6%
Cc1nnc(SCCCn2c(N3CCCCC3)nc3c2c(=O)[nH]c(=O)n3C)s1
  14µM*	10%[46.1 µM]	6%	4%	2%	-3%	9%	-13%
COCCCNC(=O)c1ccc(NC(C)=O)cc1
  -2%	15%	6%	1%	-3%	-1%	-5%	7.2%
Clc1ccc2c(NCc3ccco3)ncnc2c1
  -6%	-8%[46.1 µM]	-9%	-2%	5%	-6%	-16%	-7.0%
COC(C(=O)Nc1ccc(C(C)=O)cc1)c1ccccc1 (stereo unspecified)
  -4%	1%	9%	-5%	-2%	2%	6%	1.0%
Cc1ccc(O)c(CNc2ccc(S(=O)(=O)Nc3nccs3)cc2)c1
  x	-15%	-8%	1%	-15%	-14%	x	2.4%
COc1ccc(C(=O)c2sc3nc(-c4ccccc4)ccc3c2N)cc1
  u	-29%	-11%	3%	8%	10µM*[quencher]	u	u
CSC(=NCc1ccc(F)cc1)NS(=O)(=O)c1cccs1
  -13%	7%	9%	-3%	-15%	-7%	2%	-1.1%
CC(=O)c1cccc(NC(=O)C2CCCN(S(C)(=O)=O)C2)c1 (stereo unspecified)
  -3%	-4%[46.1 µM]	1%	2%	0%	9%	6%	14%
Cn1c(=O)[nH]c(=O)c2c1nc(SCC(O)CO)n2Cc1ccccc1Cl (stereo unspecified)
  14µM*	1%[46.1 µM]	0%	5%	9%	3%	5%	-0.7%
Cc1ccccc1NC(=O)NC1CCCCC1C (stereo unspecified)
  5%	-9%	4%	0%	0%	-5%	x	-0.2%
Cc1c2c(n3c(nc4ccccc43)c1C#N)N(c1ccccc1)CC2
  u	-19%	0%	-5%	-3%	-7%	7%	2.1%
CCCCc1ccc(NC(=O)COc2ccc(C(=O)Nc3ccccc3OC)cc2)cc1
  5%	-18%[46.1 µM]	-1%	7%	9%	-10%	-3%	2.6%
O=C(CC1Sc2ccccc2NC1=O)NNC(=O)Nc1ccc(Cl)cc1 (stereo unspecified)
  x	-46%	2%	5%	3%	4%	x	1.1%
COCCN1C=C(C(=O)OC)C(c2ccccc2C(F)(F)F)C(C(=O)OC)=C1
  u	-3%[46.1 µM]	-12%	u	u	-13%	u	0.0%
CC1CC(C)(C)NC(=S)S1 (stereo unspecified)
  13µM*	-4%[46.1 µM]	8%	-1%	-5%	9%	-14%	0.8%

From PubChem
